# mcGAS inh: blocks mouse cGAS activity | actives 0.15% (n = 160,000) | Q8C6L5 | recombinant cGAS, Kinase-Glo ATP depletion luminescence | inhibition, % at 12.5 µM;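 further: 0% = negative control wells and 100% = reference inhibitor with no enzyme activity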
# NPYLR7 agonist: mosquito NPYLR7 agonism; HEK293T NPYLR7/Galpha15, GCaMP6s calcium fluorescence; activation, % at 10 µM; actives 0.15% (n = 270,000); AID 1259423; in the data active means activation above about 40%;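 further: 0% = vehicle and 100% = reference agonist at the receptor; some compounds past the cut are filed as inactive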
# hcGAS inh: inhibitors of human cGAS. recombinant h-cGAS, ATP depletion, Kinase-Glo luminescence. inhibition, % at 12.5 µM. actives 0.081% (n = 290,000). AID 1259398;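 further: 0% = vehicle reaction and 100% = reaction without DNA for no activity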
# Target sequence (Q8N884 whole entry, looked up): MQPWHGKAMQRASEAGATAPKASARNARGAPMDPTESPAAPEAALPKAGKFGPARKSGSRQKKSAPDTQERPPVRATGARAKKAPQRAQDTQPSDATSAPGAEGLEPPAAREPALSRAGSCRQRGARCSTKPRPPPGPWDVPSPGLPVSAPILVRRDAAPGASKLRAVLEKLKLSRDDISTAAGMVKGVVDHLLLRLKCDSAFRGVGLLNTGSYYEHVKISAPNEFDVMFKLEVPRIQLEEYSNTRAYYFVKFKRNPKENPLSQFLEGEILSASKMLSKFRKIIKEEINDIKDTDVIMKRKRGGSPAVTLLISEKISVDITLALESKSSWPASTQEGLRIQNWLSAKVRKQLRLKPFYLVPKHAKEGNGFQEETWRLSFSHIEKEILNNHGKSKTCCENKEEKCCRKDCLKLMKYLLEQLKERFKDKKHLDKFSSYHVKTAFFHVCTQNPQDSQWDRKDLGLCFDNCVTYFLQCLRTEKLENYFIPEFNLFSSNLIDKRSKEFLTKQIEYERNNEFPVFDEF
# * marks the source's active call; other numbers are inactive results; x = not tested or not shown; & = joins results of further samples. Unless noted, no stated cut-off is given here; in the data, active means inhibition above about 40%; inactive means the rest.
# Results follow in this order: mcGAS inh	NPYLR7 agonist	hcGAS inh
COc1cccc(C(=O)N2CCC3(CC2)OCC(C(=O)NCc2cccnc2)N3C(=O)c2ccco2)c1 (stereo unspecified)
→ -8	5	-3
Cc1ccc(Cc2nc(N3CCCN(S(=O)(=O)c4cccc(C(F)(F)F)c4)CC3)c3c(-c4cccnc4)noc3n2)cc1
→ -5	17	-2
Cc1ccc(CN2CCCC(CNC(=O)c3ccc(F)cc3)C2)o1 (stereo unspecified)
→ -4	12&12	-9&-2
O=C1c2ccccc2C(=O)c2c1ccc1c2Nc2ccccc2S1(=O)=O
→ -7	3	-10
CC(=O)NCCNC(=O)c1nonc1N
→ x	15	-2
Cc1cc(C)n(C2CCN(Cc3cc(C(C)C)no3)C2)n1 (stereo unspecified)
→ -10	0	-8
Cc1ccc2nc(SCc3ccccc3C)nc(=O)n2c1
→ -8	1	-9
CCN(C(=O)c1ccc(Br)cc1F)c1cccc(C)c1
→ x	1	-4
COc1ccc(S(=O)(=O)NNC(=O)c2cncn2-c2ccc(F)cc2)cc1
→ x	5	-2
COc1ccc(-n2c(SCc3ccccc3F)nc3c(c2=O)SCC3)cc1OC
→ -6	-1	0
Cc1ccccc1CSc1nnc(CNC(=O)c2cccc([N+](=O)[O-])c2)n1-c1ccc(Cl)cc1Cl
→ -5	-3	-13
Cc1ccc(-n2nc3c(c2NC(=O)c2ccc(S(=O)(=O)N(C)C)cc2)CS(=O)(=O)C3)cc1C
→ x	-3	-7
OCC1(CCCc2ccccc2)CCN(Cc2ccc3c(c2)OCCO3)CC1
→ -5	17&11	-6&-3
C=CC(C)(C)OCC(O)CN1CCC(C)CC1 (stereo unspecified)
→ -8	-2	-3
CC1CC(C)CN(S(=O)(=O)N2CCCC2C(C)C)C1 (stereo unspecified)
→ x	2	-7
O=C(CSc1nc(=O)n(Cc2cccnc2)c2c1CCC2)Nc1ccccc1[N+](=O)[O-]
→ -11	-3	-5
COc1ccnc(NC2CCC(c3ccccc3)CC2)n1 (stereo unspecified)
→ -6	7	-15
CCCSc1ncccc1C(=O)NCCc1cccc(Cl)c1
→ -3	-8	-5
CCCn1c(C(=O)N2CCc3ccccc32)cc2c(=O)n(C)c(=O)n(C)c21
→ -8	-3	-9
Cc1nc(C)c(CNC(=O)Cc2ccc(C#N)cc2)s1
→ x	-2	3

# Results follow in this order: mcGAS inh	NPYLR7 agonist	hcGAS inh
COc1ccc(C(=O)N(Cc2c(-c3ccccc3)noc2N2CCCC2)CC(C)C)cc1
→ -5	-2	-6
CC1(C(=O)NS(=O)(=O)c2cccc(OC(F)F)c2)CCN1C(=O)c1ccccc1 (stereo unspecified)
→ x	-2	-3
Cc1cccc(-c2[nH]c(C(C)(C)C)nc2-c2ccc3c(c2)OCO3)n1
→ -9	-6	-10
COc1cc(CNCc2cccnc2Oc2ccccc2C)ccc1F
→ x	6	-9
Clc1ccc(-c2csc(NN=Cc3ccccc3)n2)cc1
→ x	-7	-2
COCOc1cccc(CN2CCC2(C)C(=O)Nc2cccc(OC)c2)c1 (stereo unspecified)
→ x	8	-10
CCCc1ccc(CN2CCn3nc(C(=O)N4CCN(C)CC4)cc3C2)o1
→ x	2	1
COCC1(C(=O)NCCn2[nH]c(=O)c3ccccc3c2=O)CCC1
→ -7	2	-3
CN(C)C(=O)CSc1ncnc2sc3c(c12)CCCC3
→ x	3	-5
Cc1nonc1C(=O)N1CCC(CCC(=O)Nc2ccccc2)CC1
→ x	9	-2
O=C(NC1=NCCS1)c1cc(S(=O)(=O)N2CCN(c3ccccc3)CC2)ccc1Cl
→ x	13	-2
CC(=O)N1CCC(NC(=O)C2CCN(S(=O)(=O)c3ccc(C)cc3C)CC2)CC1
→ -5	6	-4
COCCn1c(C)cc(O)c(C(c2cccc(OC)c2)N2CCN(c3ccccc3F)CC2)c1=O (stereo unspecified)
→ x	12	-6
Cc1ccccc1CN1CCC(CN(Cc2cccnc2)C(=O)C2CC23CCC3)CC1 (stereo unspecified)
→ -3	1	-4
CCN(CC)C(=O)Oc1ccc2c(ccn2Cc2cc(Cl)ccc2Cl)c1-c1ccc(F)c(Cl)c1
→ -8	23	-7
CCc1cnc(C)nc1N1CCC(O)(Cc2ccccc2)CC1
→ x	0	-3
O=S(=O)(c1ccc2ccccc2c1)N1CCCc2ccccc21
→ x	3	-9
CC(C)(C)c1ccc(NC(=O)c2ccc(CSc3nnc4ccccn34)cc2)cc1
→ x	-7	-4
O=C(c1cccc(Nc2c(Oc3ccc4c(c3)CCC4)cnn(-c3cccc(Cl)c3)c2=O)c1)N1CCCCC1
→ 0	-6	-1
O=c1ccc(-c2cccs2)nn1CCCNS(=O)(=O)c1ccc(C(F)(F)F)cc1
→ x	-3	1

# Results follow in this order: mcGAS inh	NPYLR7 agonist	hcGAS inh
CC(C)Oc1ccc(C(O)=C2C(=O)C(=O)N(CCN3CCOCC3)C2c2cccs2)cc1 (stereo unspecified)
→ -7	12	-5
CN1CC2(CCN(C(=O)CCOc3ccccc3)C2)OC1=O (stereo unspecified)
→ x	9	-8
Cc1cc(C)cc(NC(=O)NCCn2ncccc2=O)c1
→ -12	-11	-2
CCN1CCN(S(=O)(=O)c2ccc(OC)c(N3CCN(C(=O)C(C)C)CC3)c2)CC1
→ -7	5	-5
Cc1ccc(-c2cc(C(=O)Nc3cccc(Cl)c3Cl)c3ccccc3n2)o1
→ -4	28	-2
CCOc1ccc2cc(C(N)=O)c(=Nc3ccccc3)oc2c1
→ 0	-13	1
Cc1ccc(C)c(Nc2nc(NCCN(C)C)nc3nccnc23)c1
→ x	6	-5
CC1(C)CCC(C)(C)c2cc(C3(c4ccc(C(=O)O)cc4)OCCO3)ccc21
→ x	-15	-2
COc1ccc(CNC(=O)CN2CCc3[nH]c4c(OC)ccc(Cl)c4c(=O)c3C2)cc1OC
→ -3	-2	-2
COCCN(Cc1nccn1Cc1ccc(Cl)cc1Cl)C(=O)C1CCC1
→ 2	-3	12
CCCc1cc(C(=O)N2CCCC(c3nn(C)c(=O)n3CC)C2)no1 (stereo unspecified)
→ x	0	-9
CCC(C)C(NC(=O)C(C)Cl)C(=O)Nc1nnc(-c2cccc(C)c2)s1 (stereo unspecified)
→ -3	-5	-3
O=C(O)c1cc(-c2cccnc2)cc(S(=O)(=O)N2CCCCCC2)c1
→ x	-5	-2
CC(=O)NC1CCN(c2ccnc3cc(Br)ccc23)CC1
→ x	-27	-2
CCOC(=O)Oc1c(Cl)cc2oc(=O)sc2c1Cl
→ 8	1	12
COc1cc(CNc2ccc(OC)nc2)c2c(c1)CC(C)O2 (stereo unspecified)
→ -7	1&7	-17&0
COc1ccccc1-c1cc(CN2CCN(c3ccccc3O)CC2)on1
→ x	-1	-14
CC(OC(=O)c1cc(Br)c[nH]1)C(=O)Nc1ccccc1Cl (stereo unspecified)
→ x	-1	-5
CC(C)CC1(CO)CCCN(Cc2ncc[nH]2)C1 (stereo unspecified)
→ x	6	-5
CCOc1ccc(-c2nc(Cn3nnc(C(=O)Nc4ccc(OC)cc4)c3C)c(C)o2)cc1OC
→ -9	2	-6

# Results follow in this order: mcGAS inh	NPYLR7 agonist	hcGAS inh
CN(C)C(=O)CCCn1ccc(Nc2ncnc3ccsc23)n1
→ -16	11	-6
C=c1cc(C)n(CC(=O)Nc2cccc(OC)c2)c(=O)c1=C1N=C(c2ccc3c(c2)OCO3)NO1
→ -9	-3	-4
COc1ccc(NC(=O)N(CC(=O)N(Cc2ccc3c(c2)OCO3)Cc2ccco2)C(C)C)cc1
→ -6	-1	-4
COC(=O)CCCC(=O)N1CCN(c2nc3nccc(-c4ccc(Cl)c(Cl)c4)n3n2)CC1
→ -6	2	-4
CC(C)CCN(C(=O)CN(C)C1CCCCCC1)c1c(N)n(Cc2ccccc2)c(=O)[nH]c1=O
→ x	5	-3
Cn1nc(C(C)(C)C)cc1NC(=O)C1(C)CCN1C(=O)C1(c2ccccc2)CC1 (stereo unspecified)
→ -1	-5	2
O=C(/C=C\c1ccc([N+](=O)[O-])cc1)N(Cc1cccnc1)c1nc2c(F)cc(F)cc2s1
→ -4	-15	-1
COC(=O)C(Cc1c[nH]c2ccccc12)NC(=O)C(CCSC)N1C(=O)c2ccccc2C1=O (stereo unspecified)
→ x	11	-5
COc1ccc2c(NCc3ccc(OC)c(OC)c3)c(C#N)cnc2c1
→ -1	-3	-4
O=[N+]([O-])c1cc(S(=O)(=O)N2CCOCC2)ccc1NN=C1CCCC1
→ x	-4	-3
COCCN1Cc2cc3c(cc2N(CC(O)C(F)(F)F)CCC1=O)OCO3 (stereo unspecified)
→ -1	-2	5
COc1ccc(C(=O)CSc2nnc(-c3ccco3)n2-c2ccc(C)cc2)cc1
→ -3	16	-3
Cc1oc(-c2ccccc2NS(C)(=O)=O)nc1CN(C)C1CCSC1 (stereo unspecified)
→ x	17	-11
Cn1ccnc1CN(C(=O)c1scc2c1CCCC2)C1CC1
→ x	3	-8
CN(C)S(=O)(=O)CCCN1CCC2(CC1)c1ccccc1CC2O (stereo unspecified)
→ -15	2	-8
O=C(Cn1nc(-c2ccc(F)cc2)oc1=O)NCc1cccc(Cl)c1
→ x	0	3
Cc1nc(NCCNC(=O)COc2ccc(Cl)cc2)cc(N2CCCC2)n1
→ x	5	-8
CCOC(=O)Cn1c(=NC(=O)c2cc(C)n(CC)n2)sc2cc3c(cc21)OCO3
→ x	-1	-1
CN(C(=O)c1n[nH]c(=O)c2ccccc12)c1ccccc1
→ x	-26	0
Cc1ccc(C)c(N2CCn3c2nc2c3c(=O)n(CCCO)c(=O)n2C)c1
→ x	-8	-1

# A draw from above in order of molecular weight, high to low:
# Results follow in this order: mcGAS inh	NPYLR7 agonist	hcGAS inh
COc1ccc(NC(=O)N(CC(=O)N(Cc2ccc3c(c2)OCO3)Cc2ccco2)C(C)C)cc1
→ -6	-1	-4
O=C(Cn1nc(-c2ccc(F)cc2)oc1=O)NCc1cccc(Cl)c1
→ x	0	3
CN(C)S(=O)(=O)CCCN1CCC2(CC1)c1ccccc1CC2O (stereo unspecified)
→ -15	2	-8

# Remaining list, next part
# Results follow in this order: mcGAS inh	NPYLR7 agonist	hcGAS inh
Cc1cc(C)n(C(C[N+](=O)[O-])c2ccc(Cl)cc2)n1 (stereo unspecified)
→ x	-2	1
c1ccc(CC2c3nc[nH]c3CCN2Cc2ccc(-c3ccn[nH]3)o2)cc1 (stereo unspecified)
→ x	9	-8
O=C(NCC1CC1)[C@@]1(OCc2ccc(F)cc2)CC(OCc2cccc(OC(F)(F)F)c2)[C@H](O)[C@H](O)C1 (stereo partly specified)
→ -4	26	-5
NS(=O)(=O)c1ccc(NN=C2CCCCC2C2CCCCC2)c([N+](=O)[O-])c1 (stereo unspecified)
→ x	-4	-8
CCn1cnnc1CCNC(=O)C1COc2ccccc2O1 (stereo unspecified)
→ x	1	-6
COc1ccc(OC)c2[nH]c(C(=O)NCCC(=O)O)cc12
→ x	-13	-4
COC(=O)[C@@H](NCc1cn[nH]c1-c1ccc(F)cc1)c1ccccc1
→ x	0	-6
CC=CCn1c(SC)nc2c1c(=O)[nH]c(=O)n2C
→ x	5	-9
O=C(CSc1nnc(Cn2ccc(=O)[nH]c2=O)o1)c1ccc(Cl)cc1Cl
→ -5	-5	-2
CCCCC(NC(=O)c1c(O)cccc1O)c1cccnc1 (stereo unspecified)
→ x	1	-2
CNN=Cc1cc(Br)cc(Br)c1O
→ 13	25	11
O=C(C1CCN(c2ncccn2)CC1)N(Cc1ccsc1)CC1CCCO1 (stereo unspecified)
→ -9	13	-4
O=C(c1ccc(-c2ccsc2)nc1)N1CCCN(C2CCCCC2)CC1
→ x	17	-1
CCOC(=O)CC(C)NC(=S)N1CCC2(CC1)OCCCO2 (stereo unspecified)
→ -3	-4	-2
CC(=O)NC(=S)NN1C(=O)C2=CC=CC3=CC=CC(C1=O)C32 (stereo unspecified)
→ -5	0	-9
O=C(c1ccsc1)N1CCOC(Cc2cccc3ccccc23)C1 (stereo unspecified)
→ -8	6	-4
Cc1cccc(-n2nc(-c3ccccc3)c3c2N(CC(=O)NCc2ccncc2)C(=O)CSC3c2ccc3c(c2)OCO3)c1 (stereo unspecified)
→ -6	27	-6
CC1=NC2=C(C(=O)CCC2)C(c2ccc(Br)cc2)C1C(=O)OC1CCCCC1 (stereo unspecified)
→ -7	9	-3
C=CCNC(=S)N1CCCc2ccccc21
→ x	3	-14
CC1(C)O[C@@H]2C[C@@](OCc3cccc(C(F)(F)F)c3)(C(=O)NCc3ccco3)CC(OCc3cccc(OC(F)(F)F)c3)[C@@H]2O1 (stereo partly specified)
→ -3	7	4

# Results follow in this order: mcGAS inh	NPYLR7 agonist	hcGAS inh
COC(=O)c1ccc(Cn2cc(/C=C\[N+](=O)[O-])c3ccccc32)o1
→ x	-5	-5
CC(=O)N[C@H]1CCN(C(=O)c2cccc(CC3CCNCC3)c2)C1
→ x	-1	3
Cc1ccc(C=NNC(=O)Cn2ccc(C(F)(F)F)n2)o1
→ -4	3	-7
CC(C)C(NC(=O)C1CCN(S(=O)(=O)c2ccc3c(c2)OCCO3)CC1)c1ccccc1 (stereo unspecified)
→ x	-1	-2
Cc1cc(C)n(Cc2nc(-c3sccc3C)oc2C)n1
→ x	8	0
CCCC(C(=O)O)N1C(=O)/C(=C2/C(=O)N(C)c3ccccc32)SC1=S (stereo unspecified)
→ 16	3	0
C=CCn1c(=O)c2c(nc3n2CC(C)=NN3Cc2ccccc2Cl)n(C)c1=O
→ -8	6	-2

# Quoted from the listing.
# `Cc1ccc(C=NNC(=O)Cn2ccc(C(F)(F)F)n2)o1` @ NPYLR7 agonist = 3
# `CCCC(C(=O)O)N1C(=O)/C(=C2/C(=O)N(C)c3ccccc32)SC1=S` (stereo unspecified) @ NPYLR7 agonist = 3
